hcGAS lum – blocks human cGAS activity. Q8N884. recombinant h-cGAS, ATP depletion, Kinase-Glo luminescence. inhibition, % at 12.5 µM. 290,000 compounds, 0.081% hits. AID 1259398;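 also: 0% = vehicle reaction and 100% = reaction without DNA for no activity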
Target sequence (Q8N884 whole entry, looked up): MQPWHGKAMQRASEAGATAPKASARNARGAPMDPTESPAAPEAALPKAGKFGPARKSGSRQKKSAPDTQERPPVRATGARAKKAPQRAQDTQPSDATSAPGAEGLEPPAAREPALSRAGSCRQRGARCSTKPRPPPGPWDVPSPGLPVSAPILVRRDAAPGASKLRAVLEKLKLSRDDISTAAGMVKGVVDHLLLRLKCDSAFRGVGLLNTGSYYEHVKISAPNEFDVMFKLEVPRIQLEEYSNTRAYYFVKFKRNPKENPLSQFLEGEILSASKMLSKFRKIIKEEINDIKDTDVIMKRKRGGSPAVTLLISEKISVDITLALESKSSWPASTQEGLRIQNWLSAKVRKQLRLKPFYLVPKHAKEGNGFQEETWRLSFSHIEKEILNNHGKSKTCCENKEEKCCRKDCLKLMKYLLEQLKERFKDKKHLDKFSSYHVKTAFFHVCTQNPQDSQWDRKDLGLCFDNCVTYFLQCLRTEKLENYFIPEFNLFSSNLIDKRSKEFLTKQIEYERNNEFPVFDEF
mcGAS lum – mouse cGAS inhibition by luminescence. recombinant cGAS, Kinase-Glo ATP depletion luminescence. inhibition, % at 12.5 µM. 160,000 compounds, 0.15% hits. AID 1259399;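 also: 0% = negative control wells and 100% = reference inhibitor with no enzyme activity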
NPYLR7 ag – mosquito NPYLR7 agonism | 270,000 compounds, 0.15% hits | activation, % at 10 µM | AID 1259423 | HEK293T NPYLR7/Galpha15, GCaMP6s calcium fluorescence; in the data active = activation above about 40%;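 also: 0% = vehicle and 100% = reference agonist at the receptor; some compounds past the cut are filed as inactive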
* = called active by the depositor; & = joins results of further samples. Rule as the data show it, unless noted: active = inhibition above about 40%; inactive = the rest.

How did COc1ccc(C(=O)N=Nc2c(O)n(CN(C)C)c3ccccc23)cc1OC do in these assays?
hcGAS lum: -3.5&-11.8; mcGAS lum: -5.3&-3.7; NPYLR7 ag: -5.8&2.1

Results for CC1(c2cccnc2)NC(=O)N(CCc2ccccc2Cl)C1=O (stereo not given) ?
hcGAS lum: -16.0; NPYLR7 ag: 9.5

How did Cc1ncoc1C(=O)NCc1cccnc1N(C)Cc1ccccc1 do in these assays?
hcGAS lum: 1.7; NPYLR7 ag: -2.3

How did CC[C@H]1C[C@@H](NC(=O)c2ccccc2)C[C@@H](c2ccc3nonc3c2)O1 do in these assays?
hcGAS lum: -2.2; mcGAS lum: -11.1; NPYLR7 ag: 3.0

How did CNc1nc2cnc(Nc3ccccc3Cl)cc2n1Cc1ccc(OC)c(OC)c1 do in these assays?
hcGAS lum: -3.8; mcGAS lum: -8.2; NPYLR7 ag: 2.6

How did COc1ccccc1-c1cc(C(=O)NCC2CCCCC2)no1 do in these assays?
hcGAS lum: -15.3; NPYLR7 ag: 0.6

How did CCOC(=O)N1CCN(C(=O)c2cn(C/C=C/c3ccccc3)nn2)CC1 do in these assays?
hcGAS lum: -1.2; NPYLR7 ag: -0.1

What do the screens show for `Cc1cc(C)c2c(CC(=O)N[C@@H]3C[C@H]4C(=O)NCC(=O)N4C3)coc2c1C`?
hcGAS lum: -7.3; NPYLR7 ag: 6.5

What do the screens show for `Cc1nn2c(=O)[nH]c(SCC(=O)N3CCOCC3)nc2c1-c1ccccc1`?
hcGAS lum: 23.8; mcGAS lum: -2.5; NPYLR7 ag: 18.0

What do the screens show for `O=C(CC1C=CS(=O)(=O)C1)NCC1(c2ccc(Cl)cc2)CC1` (stereo not given)?
hcGAS lum: -8.7; mcGAS lum: -16.4; NPYLR7 ag: -7.3

Results for Cc1ccc(-c2cc(C(F)(F)F)n3ncc(C(=O)Nc4cccc(Cl)c4Cl)c3n2)cc1 ?
hcGAS lum: -2.9; mcGAS lum: -3.6; NPYLR7 ag: 6.1

What do the screens show for `CCOC(=O)C1CCN(c2cc(Oc3ccc(F)cc3Cl)ncn2)CC1`?
hcGAS lum: -4.6; mcGAS lum: -5.3; NPYLR7 ag: 8.7

Results for O=C(NCCc1ccccc1)c1ccccc1NS(=O)(=O)c1ccccc1F ?
hcGAS lum: -5.1; mcGAS lum: -6.4; NPYLR7 ag: -2.1

How did O=S(=O)(Nc1cc2c(cc1Cl)OCCO2)c1ccc(Cl)cc1 do in these assays?
hcGAS lum: 0.2; mcGAS lum: -0.7; NPYLR7 ag: 1.7

Results for O=C(c1cccc(NCc2ccc(F)cc2)c1)N1CCNCC1 ?
hcGAS lum: -2.6; NPYLR7 ag: 20.4

How did C=CCn1c(SCc2ccccc2Cl)nnc1-c1ccc(OC)cc1 do in these assays?
hcGAS lum: -7.0; mcGAS lum: -4.5; NPYLR7 ag: 13.6

Results for CC(Sc1nnc(N2CCCC2)n1C1CC1)C(=O)N1CCc2ccccc2C1 (stereo not given) ?
hcGAS lum: -6.0; NPYLR7 ag: -0.2

What do the screens show for `Cc1c(C(=O)c2cccc(S(=O)(=O)N3CC(C)OC(C)C3)c2)c2ccccn2c1CCC#N` (stereo not given)?
hcGAS lum: -3.5; NPYLR7 ag: 5.0

Results for CCOC(=O)CNC(=O)CSc1ncnc2c1nnn2Cc1ccccc1F ?
hcGAS lum: -5.9; mcGAS lum: 7.3; NPYLR7 ag: 17.1

What do the screens show for `CC(C)NC(=O)[C@@]1(OCc2ccccc2C#N)CC(OCc2ccc(C(F)(F)F)cc2)[C@@H]2OC(C)(C)O[C@@H]2C1` (stereo not given in full)?
hcGAS lum: -4.7; mcGAS lum: -4.5; NPYLR7 ag: 3.3

Overlap with the part before: three entries, then new ones.
What do the screens show for `Cc1c(C(=O)c2cccc(S(=O)(=O)N3CC(C)OC(C)C3)c2)c2ccccn2c1CCC#N` (stereo not given)?
hcGAS lum: -3.5; NPYLR7 ag: 5.0

Results for CCOC(=O)CNC(=O)CSc1ncnc2c1nnn2Cc1ccccc1F ?
hcGAS lum: -5.9; mcGAS lum: 7.3; NPYLR7 ag: 17.1

What do the screens show for `CC(C)NC(=O)[C@@]1(OCc2ccccc2C#N)CC(OCc2ccc(C(F)(F)F)cc2)[C@@H]2OC(C)(C)O[C@@H]2C1` (stereo not given in full)?
hcGAS lum: -4.7; mcGAS lum: -4.5; NPYLR7 ag: 3.3

What do the screens show for `COc1cccc(-c2n[nH]c3c2CN(C(=O)c2cc(C(C)C)no2)CC3)c1`?
hcGAS lum: -7.3; NPYLR7 ag: 4.6

Results for O=C(Nc1ccccn1)N1CCCN(Cc2ccccc2F)CC1 ?
hcGAS lum: -12.2; mcGAS lum: -9.1; NPYLR7 ag: 6.8

What do the screens show for `Cc1cc(N2CCc3[nH]nc(C(C)C)c3C2)nc(-c2cccnc2)n1`?
hcGAS lum: -2.8; NPYLR7 ag: -0.7

What do the screens show for `O=C(c1ccc(C(F)(F)F)cc1)N1CCCC(OCc2cccc([N+](=O)[O-])c2)C1` (stereo not given)?
hcGAS lum: -2.8; NPYLR7 ag: -3.8

What do the screens show for `COc1ccc(OC)c(S(=O)(=O)c2cc3cc(OC)ccc3oc2=O)c1`?
hcGAS lum: -3.4; mcGAS lum: -2.9; NPYLR7 ag: 4.7

How did O=C(NCC1CCCO1)[C@@]1(OCc2ccc(F)cc2)CC(OCc2ccc(C(F)(F)F)cc2)[C@H](O)[C@H](O)C1 (stereo not given in full) do in these assays?
hcGAS lum: -4.0; mcGAS lum: -4.6; NPYLR7 ag: 32.3

What do the screens show for `CN1CCN(Cc2nc3c(c(=O)n(C)c(=O)n3C)n2CCCO)CC1`?
hcGAS lum: 1.2&-1.6; mcGAS lum: -2.4; NPYLR7 ag: 2.8&11.3

Results for O=C(NC1CCSCC1)c1ccc(-n2ccc(C(F)(F)F)n2)cc1 ?
hcGAS lum: -17.6; NPYLR7 ag: 7.1

How did CCCCN(Cc1cccn1C)C(=O)CN(CCCOC)C(=O)c1cccc(Br)c1 do in these assays?
hcGAS lum: -6.8; mcGAS lum: -5.1; NPYLR7 ag: -7.9

What do the screens show for `Cc1[nH]c(-c2ccccc2)nc1CN1CCN(C)C[C@@H]1c1ccccc1`?
hcGAS lum: -12.9; NPYLR7 ag: 2.2

Results for CNc1cc(-c2cc(OC)ccc2OC)ncn1 ?
hcGAS lum: -7.7; NPYLR7 ag: 2.0

Results for O=C(C1CNCCN1C(=O)c1cccc2nccnc12)N1CCCC1 (stereo not given) ?
hcGAS lum: -0.3; mcGAS lum: -1.9; NPYLR7 ag: -0.5

What do the screens show for `COc1cccc(-c2nc(C=Nc3cccc(C(F)(F)F)c3)c(O)o2)c1`?
hcGAS lum: 0.9; NPYLR7 ag: -5.3

How did O=C(Nc1nnc(-c2ccc(F)cc2)s1)c1ccc(N2C(=O)CCC2=O)cc1 do in these assays?
hcGAS lum: -2.5; mcGAS lum: -2.5; NPYLR7 ag: -4.3

Results for O=C(COc1cccc(Cl)c1)NCC1(N2CCOCC2)CCSC1 (stereo not given) ?
hcGAS lum: -0.3; NPYLR7 ag: -3.5

Results for CC1CCc2c(C(=O)NCc3nnc4n3CCCCC4)csc2C1 (stereo not given) ?
hcGAS lum: -3.4; NPYLR7 ag: 0.8

What do the screens show for `COc1ccc(C(=O)NC2CCC(NC(=O)[C@H]3CCCN3S(=O)(=O)c3ccc(F)cc3)CC2)cc1` (stereo not given in full)?
hcGAS lum: -4.2; mcGAS lum: -3.7; NPYLR7 ag: 16.7

Results for Cc1c(C)n2c3c(=O)n(CCCO)c(=O)n(C)c3nc2n1-c1ccccc1F ?
hcGAS lum: -4.0; NPYLR7 ag: -9.9

Results for CN=c1scc(-c2ccc(OC(F)F)cc2)n1N=Cc1cc(OC)c(O)c(OC)c1 ?
hcGAS lum: -1.1; NPYLR7 ag: -5.6

Results for CCc1cn[nH]c1C1CCCN(C(=O)c2c(-c3ccccc3)ccnc2C)C1 (stereo not given) ?
hcGAS lum: -2.4; NPYLR7 ag: 3.8

What do the screens show for `Cc1cccc(CN2CCC(O)(c3ccc4oc(C(=O)N(C)Cc5cscn5)cc4c3)CC2)c1`?
hcGAS lum: -7.0; mcGAS lum: -10.7; NPYLR7 ag: 25.5

How did O=C(NCCc1cccc(Cl)c1)N1CCN(S(=O)(=O)c2cccc(Br)c2)CC1 do in these assays?
hcGAS lum: 4.7; NPYLR7 ag: 3.6

Results for Cc1ccccc1Cn1cccc(C(=O)O)c1=O ?
hcGAS lum: -5.3; NPYLR7 ag: -1.6

What do the screens show for `CC(C)(C)c1nc(C(C)(C)C)c(Br)c(=O)[nH]1`?
hcGAS lum: 5.3; NPYLR7 ag: -2.0

What do the screens show for `COc1ccc(CNC(=O)CSc2nc3ccccc3s2)cc1`?
hcGAS lum: -4.9; mcGAS lum: -6.5; NPYLR7 ag: -9.0

What do the screens show for `CC1CC1C(=O)NCCC(=O)NNc1c(F)c(F)nc(F)c1F` (stereo not given)?
hcGAS lum: 5.0; NPYLR7 ag: 0.2

What do the screens show for `O=C(NCCN1CCCC(c2ccccc2)C1)c1cn(Cc2ccc(Cl)cc2)nn1` (stereo not given)?
hcGAS lum: -4.4; mcGAS lum: -8.6; NPYLR7 ag: 6.0

What do the screens show for `CCOc1ccccc1-n1nnc(C(=O)OCc2ccc(F)cc2)c1C`?
hcGAS lum: -5.7; mcGAS lum: -9.5

How did CN(C(=O)COc1ccccc1C(N)=O)C1CCCc2ccccc21 (stereo not given) do in these assays?
hcGAS lum: 7.1; NPYLR7 ag: 0.1

What do the screens show for `CCc1nc2n(n1)C(=O)C(C(c1ccccc1F)N1CCN(CC)CC1)S2` (stereo not given)?
hcGAS lum: 3.2; mcGAS lum: 3.0; NPYLR7 ag: -2.8

What do the screens show for `CCOC(=O)c1ccc2c(c1)N(Cc1ccc(OC(F)(F)F)cc1)C(=O)C(C)S2` (stereo not given)?
hcGAS lum: -0.3; NPYLR7 ag: 3.1

Results for Cc1ccc(CNC(=O)Cn2ncn3nc4c(c3c2=O)CCCC4)cc1 ?
hcGAS lum: -5.7; mcGAS lum: -5.4; NPYLR7 ag: -2.2

What do the screens show for `COCc1oc2c(cc(NS(=O)(=O)c3ccc(C)cc3)c3ccccc32)c1C(=O)OC`?
hcGAS lum: -3.4; mcGAS lum: -8.3; NPYLR7 ag: -2.2

How did CC(C)(CCl)C(=O)N(CC(=O)N1CCc2sccc2C1c1ccc(Cl)cc1Cl)Cc1ccc(F)cc1 (stereo not given) do in these assays?
hcGAS lum: 1.0; mcGAS lum: -4.3; NPYLR7 ag: 18.9

What do the screens show for `C[C@@H]1CN(C2(C(=O)NCCCn3cccn3)Cc3ccccc3C2)C[C@H](C)O1`?
hcGAS lum: -10.4; NPYLR7 ag: 2.3

Results for NC(=O)C(c1ccc(F)cc1)N1CCOC(c2ccc(F)cc2)C1 (stereo not given) ?
hcGAS lum: 1.0; NPYLR7 ag: 5.4

Results for CCCOc1cc(C)c2c(c1C)C[C@H]([C@H](C)C(=O)NCCO)CC2 ?
hcGAS lum: -3.2; mcGAS lum: -8.3; NPYLR7 ag: -9.4

What do the screens show for `CCOC(=O)c1[nH]c(C)c(C(=O)CN(CC)C(=O)c2cccc3ccccc23)c1C`?
hcGAS lum: -4.5; mcGAS lum: -4.5; NPYLR7 ag: 19.4

What do the screens show for `CCOc1ccc(CC(=O)Oc2coc(CSc3ncccn3)cc2=O)cc1`?
hcGAS lum: -5.2; mcGAS lum: 21.1; NPYLR7 ag: -16.4

What do the screens show for `N=c1ccccn1CN1C(=O)c2ccccc2C1=O`?
hcGAS lum: -3.4; mcGAS lum: -7.9; NPYLR7 ag: 0.1

Next part; it opens with the three that closed the last part.
What do the screens show for `CCOC(=O)c1[nH]c(C)c(C(=O)CN(CC)C(=O)c2cccc3ccccc23)c1C`?
hcGAS lum: -4.5; mcGAS lum: -4.5; NPYLR7 ag: 19.4

What do the screens show for `CCOc1ccc(CC(=O)Oc2coc(CSc3ncccn3)cc2=O)cc1`?
hcGAS lum: -5.2; mcGAS lum: 21.1; NPYLR7 ag: -16.4

What do the screens show for `N=c1ccccn1CN1C(=O)c2ccccc2C1=O`?
hcGAS lum: -3.4; mcGAS lum: -7.9; NPYLR7 ag: 0.1

Results for Cc1cccc2nc(C(=O)N3CC(c4ccncc4)C3)cn12 ?
hcGAS lum: -2.2; NPYLR7 ag: -1.6

What do the screens show for `COc1ccc(-c2c3c(=O)n(C)c(=O)n(C)c3c3c(-c4ccccc4)cc(C)nn23)cc1`?
hcGAS lum: -6.3; NPYLR7 ag: -11.3

Results for COc1ccccc1C(O)c1ncc(-c2ccccc2C)[nH]1 (stereo not given) ?
hcGAS lum: -7.1; NPYLR7 ag: 2.0

Results for Cn1cc(CCC(=O)N2CCOC(CCCc3ccccc3)C2)cn1 (stereo not given) ?
hcGAS lum: 1.6; NPYLR7 ag: 3.0

What do the screens show for `COc1ccc(-c2ccc3nc[nH]c3c2)c(C)c1`?
hcGAS lum: -2.8; mcGAS lum: -16.2; NPYLR7 ag: 4.8

How did CCCN(Cc1ccccc1C(F)(F)F)Cc1c(C)nn(-c2cccc(F)c2)c1N1CCN(C)CC1 do in these assays?
hcGAS lum: -6.0; mcGAS lum: -4.6; NPYLR7 ag: 4.9

Results for CC(=O)c1cccc(NC(=O)C2CCN(c3ccc(-c4ccco4)nn3)CC2)c1 ?
hcGAS lum: -2.4; mcGAS lum: -6.7; NPYLR7 ag: -7.8

Results for CCNC(=O)c1ccc(NC(=O)N(C)CCOc2ccc(OC)cc2)cc1 ?
hcGAS lum: 2.2; NPYLR7 ag: 4.0

Results for CCNC(=O)N1CCC(C(NC(=O)CC(C)C)C(=O)N2CCCCC2)CC1 (stereo not given) ?
hcGAS lum: -9.3; mcGAS lum: -3.7; NPYLR7 ag: 15.6

Results for COCCCN(Cc1c(C)nn(-c2cccc(F)c2)c1N1CCN(C)CC1)C(=O)c1ccc(Cl)cc1 ?
hcGAS lum: -5.8; mcGAS lum: -3.5; NPYLR7 ag: 2.6

Results for COc1ccc(NC(=O)CN(C)C(=O)c2ccc3c(c2)C(=O)c2ccccc2-3)cc1 ?
hcGAS lum: -5.7; NPYLR7 ag: 0.0
